Screening results (PubChem BioAssay)
NCI-60 one-dose screen, 48 h, at 10 µM unless noted. Numbers give growth in % (100 = growth as untreated, 0 = no growth, -100 = all killed).
SR: SR leukemia cells | actives 8.7% (n = 73,000) | AID 1794780
MOLT-4: MOLT-4 leukemia cells; AID 1794779; actives 6.9% (n = 80,000)
MDA-MB-435: MDA-MB-435 melanoma. actives 7.8% (n = 82,000). AID 1794794
RPMI-8226: RPMI-8226 leukemia cells. actives 7.5% (n = 77,000). AID 1794781
MDA-MB-231: MDA-MB-231 breast cancer | actives 5% (n = 81,000) | AID 1794789
MCF7: MCF7 breast cancer; actives 6.3% (n = 82,000); AID 1794796
K-562: K-562 leukemia; actives 7.4% (n = 78,000); AID 1794777
MDA-MB-468: MDA-MB-468 breast cancer; AID 2202374; actives 8.5% (n = 78,000)
An asterisk follows results filed as active; / = no result given; & = joins results of further samples. Rule for the calls: active = growth percent below 10; inactive = the rest.

SMILES	SR	MOLT-4	MDA-MB-435	RPMI-8226	MDA-MB-231	MCF7	K-562	MDA-MB-468
C/C=C\C(=O)O[C@@H]1CC2O[C@@H]3C=C(C)C(=O)C[C@]3(C)[C@]1(C)[C@]21CO1	-13*	-26*	-34*	-31*	-21*	0.9*	-6.7*	-30*
COC(=O)[C@@H](Cc1ccc(O)cc1)NC(=O)C(=O)c1cn(Cc2cn(Cc3ccccc3)nn2)c2ccccc12	97	89	102	106	92	94	95	108
COc1ccccc1/C=C/[N+](=O)[O-]	-12*	53	39	/	73	29	34	23
CC(C)OC(=O)[C@H](C)NP(=O)(Oc1cccc2ccccc12)C1CCCN(O)C1=O (stereo not given in full)	65	97	84	101	88	87	104	98
COc1cc([C@@H]2c3cc4c(cc3[C@H](OC(C)=O)[C@H]3COC(=O)[C@H]23)OCO4)cc(OC)c1OC	9.5*	17	-8.6*	23	24	15	9.7*	45
C[C@H]1CCC/C=C/[C@@H]2C[C@H](O)C[C@H]2[C@H](O)/C=C/C(=O)O1	-6.1*	-7.9*	0.5*	-18*	-68*	-12*	5.6*	/
CCCC1OP(=O)(N2CC(C)N(P3(=O)OCC(CC)C(CCC)O3)CC2C)OCC1CC (stereo not given)	138	108	108	105	124	99	116	107
C[C@]12CCc3sc(-c4ccc(Cl)cc4)nc3C1=CC[C@@H]1[C@@H]2CC[C@]2(C)C(=O)CC[C@@H]12	11	8.5*	76	-18*	64	24	7.4*	56
N#Cc1ccc(CCl)cc1	97	102	103	116	104	98	98	112
C[C@]12CCc3nc(-c4cc(Cl)cc(Cl)c4)sc3C1=CC[C@@H]1[C@@H]2CC[C@]2(C)C(=O)CC[C@@H]12	105	104	101	105	99	92	101	102
C[C@H]1[C@H](OC(=O)CCC(=O)N(CCCc2cn(-c3ccc(C#N)cc3)nn2)CCNc2ccnc3cc(Cl)ccc23)O[C@@H]2OC3(C)CC[C@H]4[C@H](C)CC[C@@H]1[C@@]24OO3	-14*	4.4*	29	27	63	-28*	6.8*	46
C/C(CC(C)(C)N1CC1)=N\NC(=O)Nc1cccc2ccccc12	21	12	80	73	58	25	78	-2.5*
O=C(NCc1ccc([N+](=O)[O-])cc1)Nc1cccc(S(=O)(=O)F)c1	87	84	92	91	102	93	89	89
CC(Br)C(=O)C(c1ccccc1)(c1ccccc1)C(C)CN1CCCCCC1 (stereo not given)	98	101	106	106	95	96	98	110
C=COC(=O)CCN1CC1	100	98	105	104	103	101	111	108
COc1cc(NCCCN=C(N)N)c2ncccc2c1	102	94	103	85	65	-51*	94	-37*
Cc1cc(Cl)ccc1N	102	85	98	/	88	97	100	119
N#[N+]c1nc2ncnc(N)c2[nH]1	96	110	107	96	108	94	110	102
COc1cc(C2c3ccc(O)cc3Oc3nc(N)c(C#N)c(N)c32)cc(OC)c1OC (stereo not given)	86	106	92	101	95	83	100	95
CC1(c2ccccc2)C(=O)NC(=O)NC1=O	93	100	105	120	104	105	/	118
CN1C2CC(=O)CC1C(O)C2 (stereo not given)	91	85	100	97	119	97	92	97
Clc1cccc(N2COOC3(OOC2)C2CC4CC(C2)CC3C4)c1	38	78	73	54	99	93	66	78
Cc1c([N+](=O)[O-])cc(N)cc1[N+](=O)[O-]	/	90	105	104	105	91	103	103
Cc1nn[nH]n1	107	106	106	105	114	98	104	101
CCOc1ccc(C=C2C(=O)NC(=S)NC2=O)cc1OCC	107	118	116	108	102	109	116	108
C[C@@H]1CC[C@H]2[C@@H](C)C(=O)O[C@@H]3O[C@@]4(C)CC[C@@H]1[C@]32OO4	/	98	88	/	86	88	/	71
CNC12C3C4C1C1C2C3C41C(=O)N[C@H](C(=O)N(C)[C@H](C[C@@H](OC(C)=O)c1nc(C(=O)N[C@@H](Cc2ccccc2)C[C@H](C)C(=O)OC)cs1)C(C)C)C1CC1 (stereo not given in full)	-13*	-1.5*	-18*	-6.9*	0.9*	16	0.9*	-47*
CN(C)CCC(O)c1c[nH]c2ccccc12 (stereo not given)	105	104	112	102	98	100	94	96
Cc1cccc(C(O)(C(=O)O)c2ccccc2)c1 (stereo not given)	95	87	97	97	105	105	114	102
CCOc1c(Cl)cc(CNC(C)C(O)c2ccccc2)cc1OC (stereo not given)	11	42	2.0*	72	60	43	14	32
COc1ccc([As]=[As]c2ccc(OC)c(NCS(=O)(=O)O)c2)cc1NCS(=O)(=O)O (stereo not given)	-1.5*	-0.2*	49	-13*	4.4*	-68*	-2.7*	-54*
ClC1(Cl)C(c2ccccc2)N1c1ccccc1 (stereo not given)	/	94	121	/	107	80	97	88
O=PO	108	108	119	108	120	104	118	107
CC(C)(O)/C=C/C(=O)[C@](C)(O)[C@H]1[C@H](O)C[C@@]2(C)[C@H]3CC=C4[C@@H](C[C@H](O)C(=O)C4(C)C)[C@]3(C)C(=O)C[C@]12C	8.6*	25	9.1*	3.6*	10	13	12	-23*
O=C(O)C1C2c3ccccc3C(=O)C1(C(=O)O)c1ccccc12 (stereo not given)	/	132	103	112	96	110	104	106
Cn1ncc(C(=O)O)c1NN=O	86	98	98	97	108	85	91	95
CCCCn1cc(C(=O)C2C(C)(C)C2(C)C)c2ccccc21	99	95	101	93	99	94	95	94
C=CC(C#N)OC(C)=O (stereo not given)	93	103	100	104	99	97	107	105
COc1cc2c(cc1OC)C13CCN4CC5=CCOC6CC(=O)N2C1C6C5CC43 (stereo not given) (tested in a mixture with another compound)	/	105	112	60	108	94	102	113
CC[N+](CC)(CC)CCBr	89	100	103	95	111	107	108	98

Some of the entries above in another layout:
SMILES: C[C@]12CCc3sc(-c4ccc(Cl)cc4)nc3C1=CC[C@@H]1[C@@H]2CC[C@]2(C)C(=O)CC[C@@H]12
- SR = 11
- MOLT-4 = 8.5*
- MDA-MB-435 = 76
- RPMI-8226 = -18*
- MDA-MB-231 = 64
- MCF7 = 24
- K-562 = 7.4*
- MDA-MB-468 = 56
SMILES: N#Cc1ccc(CCl)cc1
- SR = 97
- MOLT-4 = 102
- MDA-MB-435 = 103
- RPMI-8226 = 116
- MDA-MB-231 = 104
- MCF7 = 98
- K-562 = 98
- MDA-MB-468 = 112
SMILES: C[C@]12CCc3nc(-c4cc(Cl)cc(Cl)c4)sc3C1=CC[C@@H]1[C@@H]2CC[C@]2(C)C(=O)CC[C@@H]12
- SR = 105
- MOLT-4 = 104
- MDA-MB-435 = 101
- RPMI-8226 = 105
- MDA-MB-231 = 99
- MCF7 = 92
- K-562 = 101
- MDA-MB-468 = 102
SMILES: C[C@H]1[C@H](OC(=O)CCC(=O)N(CCCc2cn(-c3ccc(C#N)cc3)nn2)CCNc2ccnc3cc(Cl)ccc23)O[C@@H]2OC3(C)CC[C@H]4[C@H](C)CC[C@@H]1[C@@]24OO3
- SR = -14*
- MOLT-4 = 4.4*
- MDA-MB-435 = 29
- RPMI-8226 = 27
- MDA-MB-231 = 63
- MCF7 = -28*
- K-562 = 6.8*
- MDA-MB-468 = 46

Another view of part of the listing above.
Clc1cccc(N2COOC3(OOC2)C2CC4CC(C2)CC3C4)c1
  SR = 38
  MOLT-4 = 78
  MDA-MB-435 = 73
  RPMI-8226 = 54
  MDA-MB-231 = 99
  MCF7 = 93
  K-562 = 66
  MDA-MB-468 = 78
CCOc1ccc(C=C2C(=O)NC(=S)NC2=O)cc1OCC
  SR = 107
  MOLT-4 = 118
  MDA-MB-435 = 116
  RPMI-8226 = 108
  MDA-MB-231 = 102
  MCF7 = 109
  K-562 = 116
  MDA-MB-468 = 108
Cc1nn[nH]n1
  SR = 107
  MOLT-4 = 106
  MDA-MB-435 = 106
  RPMI-8226 = 105
  MDA-MB-231 = 114
  MCF7 = 98
  K-562 = 104
  MDA-MB-468 = 101

Other records.
SMILES	SR	MOLT-4	MDA-MB-435	RPMI-8226	MDA-MB-231	MCF7	K-562	MDA-MB-468
CC1(C)NC(=S)C(C)(C)N1N=O	109&90	95&98	102&116	103&101	92&107	98&93	43&95	99&99
[N-]=[N+]=NS(=O)(=O)c1ccccc1[N+](=O)[O-]	94	57	100	95	111	90	102	90
S=P1(Oc2ccccc2)Nc2ccccc2N1	91	82	104	109	108	103	98	117
CS(=O)CCCCN=C=S (stereo not given)	/	81	74	/	88	54	55	39
CCN1CCC[C@]2(C)[C@H]3CC[C@@]4(C)[C@@H](CC[C@]4(C)O)[C@@H]3CC[C@@H]12	/	90	102	101	109	94	91	109
COC(=O)C1=C(Nc2ccccc2)C(=O)OC12C(=O)Nc1ccc(Br)cc12 (stereo not given)	80	95	108	97	106	75	87	122
CCOC(=O)CCOc1ccccc1N(CCCl)CCCl	96	78	105	98	109	96	107	94
O=C(Nc1cccc(S(=O)(=O)F)c1)Oc1ccc([N+](=O)[O-])cc1	/	92	99	90	108	95	119	109
CSc1nc(N)c(N=Nc2ccc([As](=O)(O)O)cc2)c(=O)[nH]1	/	/	110	/	104	110	100	/
O=c1oc2cc(Cl)ccc2n1SC(Cl)(Cl)Cl	92	96	103	105	112	93	95	105
CCC1([N+](=O)[O-])COP(N)(=O)OC1 (stereo not given)	102	103	105	101	114	96	97	108
CC(C)c1c(CN(C)C(C)Cc2ccccc2)n(C)n(-c2ccccc2)c1=O (stereo not given)	/	38	72	62	58	61	/	53
COC1CC(CC2CCC(C)C(C(C)C(=O)O)O2)OC2(OC(C)(C3CCC(C)(C4OC(C5OC(O)(CO)C(C)CC5C)CC4C)O3)CC2C)C1C (stereo not given)	-29*	-36*	-92*	-45*	-22*	8.0*	-68*	/
COc1ccc(C(=O)c2cc(OC)c(OC)c(OC)c2)cc1OC(C)=O	12	14	-16*	20	34	16	10	43
COCP(=O)(OC)OC	104	102	101	104	104	93	104	97
CN(C)CCc1ccc([N+](=O)[O-])cc1	99	94	102	106	92	89	90	116
CCC(C)c1ccc(OCC(C)N(CCCl)Cc2ccccc2)cc1 (stereo not given)	75	52	92	50	85	70	57	71
CCOC(=O)c1ccc(CCl)o1	86	91	107	103	108	100	91	111
CC1CC2(C)C(=CC1=O)CCC1C3CCC(C)(O)C3(C)CC(O)C12F (stereo not given)	101	95	102	96	93	100	103	101
CN1C2CCC1CC(OC(=O)c1cccc(O)c1)C2 (stereo not given)	85	83	112	109	109	96	106	113

7 structures out of the list, arranged by length of the SMILES, falling.
SMILES	SR	MOLT-4	MDA-MB-435	RPMI-8226	MDA-MB-231	MCF7	K-562	MDA-MB-468
COC1CC(CC2CCC(C)C(C(C)C(=O)O)O2)OC2(OC(C)(C3CCC(C)(C4OC(C5OC(O)(CO)C(C)CC5C)CC4C)O3)CC2C)C1C (stereo not given)	-29*	-36*	-92*	-45*	-22*	8.0*	-68*	/
CCN1CCC[C@]2(C)[C@H]3CC[C@@]4(C)[C@@H](CC[C@]4(C)O)[C@@H]3CC[C@@H]12	/	90	102	101	109	94	91	109
CCC(C)c1ccc(OCC(C)N(CCCl)Cc2ccccc2)cc1 (stereo not given)	75	52	92	50	85	70	57	71
CCC1([N+](=O)[O-])COP(N)(=O)OC1 (stereo not given)	102	103	105	101	114	96	97	108
CN(C)CCc1ccc([N+](=O)[O-])cc1	99	94	102	106	92	89	90	116
CC1(C)NC(=S)C(C)(C)N1N=O	109&90	95&98	102&116	103&101	92&107	98&93	43&95	99&99
CCOC(=O)c1ccc(CCl)o1	86	91	107	103	108	100	91	111

(continued)
SMILES	SR	MOLT-4	MDA-MB-435	RPMI-8226	MDA-MB-231	MCF7	K-562	MDA-MB-468
CC[C@H](C)[C@H](NC(=O)[C@H]1CCCCN1C)C(=O)N(C)[C@H](C[C@@H](O)c1nc(C(=O)N[C@@H](Cc2ccccc2)C[C@H](C)C(=O)O)cs1)C(C)C	29	79	19	60	95	30	42	70
N#Cc1ccc(O)cc1	101	96	117	106	122	96	91	93
Oc1ccc(CCN2CCCCC2)cc1	98	79	106	98	95	98	101	108
NCc1cccnc1	92&114	99&109	100	107	120&109	100&95	124	113&103
O=[N+]([O-])c1ccc2scc3c4ccccc4nc-3c2c1	16	-12*	-2.1*	-29*	-76*	-65*	4.0*	-85*
[CH3][Sn]([CH3])([Cl])[S]CCN	97	93	111	102	101	98	99	113
CCC1(O)CC(OC2CC(N(C)C)C(OC3CC4OC5CC(=O)C(C)OC5OC4C(C)O3)C(C)O2)c2c(cc3c(c2O)C(=O)c2c(O)ccc(O)c2C3=O)C1C(=O)OC (stereo not given)	-6.6*	-9.5*	-94*	-53*	-5.9*	2.2*	-40*	/
O=C(CN1CCCCC1)c1ccccc1	107	107	117	96	100	96	101	102
CCOc1cc(C=C(C#N)C#N)cc(Br)c1O	93	85	101	105	109	96	75	119
CCC(=O)c1ccc(OC)c(F)c1	92	95	103	104	125	101	92	116
O=[N+]([O-])c1ccc(-c2ccccc2)c([As](=O)(O)O)c1	50	63	81	49	59	25	41	64
N=C(N)N	93	101	110&98	106	108&102	96&104	100&111	111&103
NP(=O)(Oc1ccccc1)Oc1ccccc1	96	105	111	108	95	98	107	116
O=C(Nc1ccccc1)N1CC1	99	108	105	97	93	91	105	93
NC(=O)Oc1cc(OC(N)=O)cc(N(CCCl)CCCl)c1	-17*	13	65	60	98	32	55	30
NOCCC(N)C(=O)O (stereo not given)	94	106	95	102	103	97	103	99
O=C1C=CC(=O)c2c(O)cccc21	100	35	112	87	75	91	88	76
O=[N+]([O-])c1ccc(C(c2ccc([N+](=O)[O-])cc2)c2ccc([N+](=O)[O-])cc2)cc1	/	/	98	91	90	91	122	91
O=[N+]([O-])c1ccc(CBr)c(I)c1	/	98	120	98	102	97	107	97
CC[n+]1c(-c2ccccc2)c2cc(N)ccc2c2ccc(N)cc21	/	24	-36*	7.6*	33	/	39	-63*

This is a subset, so the mix of outcomes need not match the whole.
